# Bioassay records as filed in PubChem.
# Nrf2 block = blocks Nrf2 signaling; A549 ARE-Fluc reporter, luciferase luminescence, 18-24 h; Potency, µM (series often up to 46 µM), for the others: top-dose activity change, negative = inhibition, hits mostly inhibitors; 360,000 compounds, 2.1% hits; AID 504444; also: potency is read from the fitted curve at half-maximal effect; % is scaled to controls: 0 for no effect and ±100 for the full control effect; nearly all actives have a fitted effect of over 60% in size
#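 In this cell-based qHTS, ARE-driven firefly luciferase in A549 cells reports Nrf2 activity; the luminescent signal after BugLite lysis is the measured value, with a prior CellTiter-Fluor read for cell health.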
# IL-2 act = IL-2 activation; IL-2 activation reporter assay, cell-based qHTS; stimulated with anti-CD3/CD4/CD28 beads; in transgenic mouse T cells; activation, % (series mostly up to about 46 µM); 360,000 compounds, 0.065% hits; AID 652025; in the data active = activation above about 50%; inconclusive = mostly about 30% to 49%; also: 0% is about no effect
#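 Screening format: compound pinned onto unstimulated transgenic mouse T cells, 60 min incubation, then anti-CD3/anti-CD4/anti-CD28 bead stimulation for 18 hours at 37 degrees C, followed by EGFP and DsRed detection.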
# A549 tox = A549 cytotoxicity, counter-screen for Nrf2 inhibitors; 390,000 compounds, 0.16% hits; Potency, µM (top dose mostly 46 µM), inactives show at the highest dose activity change, negative = cytotoxicity, most hits filed as inhibitors; A549 ARE-Fluc cells, CellTiter-Fluor viability, 18-24 h; also: potency is read from the fitted curve at half-maximal effect; % is scaled to controls: 0 for no effect and ±100 for the full control effect
#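 A549 ARE_Fluc cells in 5% FBS OPTI-MEM were exposed to compounds in concentration-response for 18-24 h at 37 deg C. Viability was read by CellTiter-Fluor fluorescence (Ex 405/Em 525) after 30 min, before the luciferase read.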
# EPAC2 ag = agonists of human EPAC2 (RAPGEF4); Q8WZA2; EPAC2 activation, biochemical qHTS; response scale: 100% = 6.5 mM cAMP response; Potency, µM (highest dose often 154 µM), inactives show at the highest dose activation, hits mostly activators; 360,000 compounds, 0.079% hits; also: potency is read from the fitted curve at half-maximal effect; nearly all actives have a fitted effect of over 50% in size
# Target sequence (Q8WZA2 whole entry, looked up): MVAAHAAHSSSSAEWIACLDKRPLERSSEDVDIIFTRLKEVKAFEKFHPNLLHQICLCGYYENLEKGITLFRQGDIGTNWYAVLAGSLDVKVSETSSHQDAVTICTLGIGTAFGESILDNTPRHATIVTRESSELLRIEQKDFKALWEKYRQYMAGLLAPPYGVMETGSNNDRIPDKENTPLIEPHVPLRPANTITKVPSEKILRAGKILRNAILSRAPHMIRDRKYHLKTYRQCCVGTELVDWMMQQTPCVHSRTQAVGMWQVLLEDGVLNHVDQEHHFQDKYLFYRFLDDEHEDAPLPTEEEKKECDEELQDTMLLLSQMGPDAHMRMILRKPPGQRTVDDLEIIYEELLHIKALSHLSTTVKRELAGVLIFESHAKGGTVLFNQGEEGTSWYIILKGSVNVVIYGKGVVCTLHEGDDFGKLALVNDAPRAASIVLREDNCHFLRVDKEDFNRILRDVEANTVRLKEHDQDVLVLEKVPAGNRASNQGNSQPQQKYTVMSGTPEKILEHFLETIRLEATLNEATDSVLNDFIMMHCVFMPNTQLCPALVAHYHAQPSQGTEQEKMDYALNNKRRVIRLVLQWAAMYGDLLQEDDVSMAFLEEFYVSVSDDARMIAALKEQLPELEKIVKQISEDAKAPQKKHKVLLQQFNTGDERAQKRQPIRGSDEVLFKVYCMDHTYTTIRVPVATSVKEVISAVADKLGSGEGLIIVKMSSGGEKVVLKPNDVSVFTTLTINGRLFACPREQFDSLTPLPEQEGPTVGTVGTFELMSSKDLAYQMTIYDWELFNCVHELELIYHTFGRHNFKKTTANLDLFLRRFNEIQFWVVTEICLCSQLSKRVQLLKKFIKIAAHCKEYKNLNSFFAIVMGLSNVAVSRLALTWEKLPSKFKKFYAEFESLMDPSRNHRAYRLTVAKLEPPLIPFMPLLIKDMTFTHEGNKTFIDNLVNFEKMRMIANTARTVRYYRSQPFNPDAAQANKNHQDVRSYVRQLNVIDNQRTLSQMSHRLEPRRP
#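 Setup: EPAC2 100 nM, labeled Rap1B complex 250 nM, free GDP 50 uM. Compound titrations pinned in, brief spin, 5 min room temperature incubation. Kinetic fluorescence read over 30 min, normalized to 6.5 mM cAMP.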
# ATXN2 expr inh = inhibitors of ATXN2 expression. 360,000 compounds, 0.72% hits. AID 1745845. Potency, µM (highest dose often 57 µM), for the others: at the highest dose activity change, negative = inhibition, most hits filed as inhibitors. HEK-293 ATXN2-luciferase reporter, luminescence, 24 h; also: potency is read from the fitted curve at half-maximal effect; % is scaled to controls: 0 for no effect and ±100 for the full control effect; nearly all actives have a fitted effect of over 55% in size
#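 ATXN2-luciferase reporter cells (luciferase flanked by upstream and downstream ATXN2 gene portions) were treated 24 h at 37 °C with compounds at up to 57 uM. SteadyGlo luminescence gave expression; GF-AFC fluorescence gave viability.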
# Nrf2 activator = Nrf2 pathway activation; AREc32 ARE-luciferase reporter (MCF7-derived line), luminescence, 24 h; Potency, µM (series often up to 46.1 µM), without a hit: at the highest dose activation, usual class: activators; 410,000 compounds, 0.31% hits; also: potency is read from the fitted curve at half-maximal effect; % of control where 0% means no effect; nearly all actives have a fitted effect of over 65% in size
#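 Steps: seed AREc32_Fluc cells (1000/well, 5% FBS OPTI-MEM); incubate overnight at 37 deg C; add 23 nL compound; incubate 24 hr; add Steady-Glo; hold 30 min RT; read luminescence.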
# TGFb SMAD3 inh = inhibitors of TGF-b signaling; HepG2 CAGA-GFP TGF-b/SMAD3 reporter, GFP fluorescence, 18 h; TGF-beta stimulated, 500 pg/mL final; Potency, µM (doses to about 46.1 µM), for inactives: at the top dose activity, negative = inhibition, actives largely listed as inhibitors; 410,000 compounds, 1.2% hits; AID 588855; also: potency is read from the fitted curve at half-maximal effect; % is scaled to controls: 0 for no effect and ±100 for the full control effect; nearly all actives have a fitted effect of over 65% in size
#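 Read-out: total well GFP (ex488/em500-530) summed from mean per-cell fluorescence. Cells: HEPG2 CAGA-GFP, 1% FBS DMEM, 18 h at 37 degrees C with 500 pg/mL final TGF-beta. Unstimulated wells served as the full-inhibition control; stimulated DMSO wells = 0%.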
# HepG2 tox = kills HepG2 cells in TGF-b inhibitor counter-screen. HepG2 CAGA-GFP viability, ATP luminescence, 18 h. Potency, µM (highest dose often 46.1 µM), inactives show at the top dose activity change, negative = cytotoxicity, most hits filed as cytotoxic. 410,000 compounds, 0.76% hits. AID 588856; also: potency is read from the fitted curve at half-maximal effect; some results filed as inactive show a strong effect at the top dose
#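 HepG2 CAGA-GFP cells (1000/well, DMEM with 1% FBS) received compound, then TGF-beta at 500 pg/mL final, and were incubated 18 hours at 37 degrees C. Viability was read by CellTiter-Glo luminescence. Media-only wells were set as complete cell-killing and DMSO as no toxicity.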
# S2 tox = viability counter-screen for ATXN expression inhibitors | 400,000 compounds, 0.49% hits | Potency, µM (highest dose often 56.7 µM), usual class: cytotoxic | S2 cells (HEK-293 line with an ATXN2-luciferase reporter) viability, CellTiter-Fluor protease fluorescence, 24 h; also: potency is read from the fitted curve at half-maximal effect; nearly all actives have a fitted effect of over 40% in size
# Starred values were filed as active, the others as inactive; i = inactive; ? = inconclusive; / = not tested or not shown; [ ] = another dose, or the depositor's remark. Unless noted, calls follow the shape of the dose curve; as a rule, active = well fitted curve in the direction sought with a large enough effect; inconclusive = small, poorly fitted or top-dose-only effect, or another doubt; inactive = no such curve, though single readings can be large; an effect the other way counts as inactive or inconclusive.
SMILES	HepG2 tox	EPAC2 ag	IL-2 act	S2 tox	A549 tox	Nrf2 block	Nrf2 activator	ATXN2 expr inh	TGFb SMAD3 inh
O=C(Cn1cc([N+](=O)[O-])ccc1=O)NCc1ccc(Cl)cc1Cl	0%	2%	-1.2	i	0%	9%	-0.1%	3%	-5%
NC(=O)c1c(NC(=O)C2CC=CCC2C(=O)O)sc2c1CCCCC2 (configuration not stated)	2%	4%	0.4	i	0%	-4%	3.4%	1%	5%
COC(=O)C1=C(C(=O)OC)[C@@H]2N(C)c3ccc(OC)cc3[C@@]23C[C@@H](C(=O)OC)N(C(=O)COCc2ccccc2)C3=N1	-6%	5%	0.2	?	3%	2%	0.0%	-15%	2%
COc1ccc(CCNC(=O)c2cccc(-n3cnnn3)c2)cc1	-1%	-3%	-0.2	i	0%	2%	-1.5%	2%	-1%
CN(Cc1ccccc1)C(=O)c1[nH]cnc1C(=O)NCC(=O)OC(C)(C)C	-13%	-1%	-2.1	i	5%	1%	-0.7%	5%	-2%
CC(C)CC(NS(=O)(=O)c1ccccc1)C(=O)O (configuration not stated)	0%	-1%	-0.9	i	-5%	2%	-0.1%	2%	24%
COCCNC(=O)C(c1ccc(C)o1)N(CC1CCCO1)C(=O)Cn1nnc2ccccc21 (configuration not stated)	2%	0%	-1.9	i	-3%	1%	-0.3%	1%	-11%
CCOC(=O)C1CN(S(C)(=O)=O)c2cc(CC(=O)OC)ccc2O1 (configuration not stated)	-4%	2%	-0.2	i	-4%	-9%	0.2%	-21%	-6%
CC1C(=O)N(Cc2cn(CCC3OCCCO3)nn2)CCS(=O)(=O)N1Cc1ccc(-c2ccc(Cl)cc2)cc1 (configuration not stated)	-27%	10%	-4.8	28µM*	/	/	-3.1%	18µM*	13µM*
NC[C@H]1O[C@H](O[C@H]2[C@H](O)[C@@H](O[C@H]3O[C@H](CO)[C@@H](O)[C@H](N)[C@H]3O)[C@H](N)C[C@@H]2N)[C@H](N)C[C@@H]1O	7%	-6%	0.2	i	0%	17%	0.1%	1%	3%
CC(NC(=S)NC1CCC(C(C)(C)C)CC1)c1ccccc1 (configuration not stated)	-20%	-9%	-1.1	i	0%	?	0.3%	?	?
COc1cccc(C2NC(=O)CCC2[N+](=O)[O-])c1 (configuration not stated)	-1%	2%	0.4	/	-1%	8%	-0.1%	31%	-12%
COc1ccc(/C=C/C(=O)NC(=S)Nc2ccccn2)cc1	-10%	1%	1.3	?	1%	?	7.6%	/	-10%
Cc1ccc(C)c(NC(=O)COC(=O)c2c(-c3ccccc3)noc2C)c1	-3%	4%	-2.2	i	/	/	-0.9%	/	5%
COC(=O)c1cc2sc(C)cc2n1Cc1nc(-c2ccc(C)cc2)oc1C	5%	/	/	/	11%	14%	0.2%	/	/
Cc1nn(C)c2c1c(-c1ccccc1)cc(=O)n2Cc1ccc(Br)cc1F	11%	/	/	i	13%	?	-0.4%	12%	11%
C[C@H]1CN([C@@H](C)CO)C(=O)c2cc(NC(=O)c3ccncc3)ccc2O[C@H]1CN(C)Cc1ccc(C(=O)O)cc1	33%	5%	-1.5	i	-4%	2%	2.5%	10%	-6%
COc1ccc(OC)c(CN2C(=O)c3ccccc3C2c2nnnn2Cc2ccccc2)c1 (configuration not stated)	/	5%	0.4	i	/	/	0.3%	-1%	/
CCCNC(=O)C(Cc1ccccc1C)NC(=O)c1ccc(C(F)(F)F)cc1 (configuration not stated)	-12%	-4%	0.3	i	2%	1%	-0.7%	1%	4%
C/C(=N/NS(=O)(=O)c1ccc(C)cc1)c1c(O)c2ccccc2oc1=O	-2%	-4%	-0.2	i	-8%	-23%	2.1%	2%	1%
CCOc1cc(NC(=S)Nc2cccc(OC)c2)c(OCC)cc1NC(=O)C(C)C	-28%	-5%	3.9	i	-1%	-13%	2.4%	1%	1%
Cn1c(NNC(=O)C(c2ccccc2)c2ccccc2)cc(=O)n(C)c1=O	8%	-6%	0.0	i	-15%	-3%	-0.9%	-7%	2%
CC(C)CC(NC(=O)C1CCCN1C(=O)[C@@H](C)NC(=O)OCc1ccccc1)C(=O)NCC(N)=O (some centres not stated)	14%	1%	0.8	i	-6%	7%	2.5%	/	2%
Cc1nc(SCC(=O)NCCc2ccccc2)c2c(=O)n(C)c(=O)n(C)c2n1	16%	11%	0.2	i	2%	?	0.0%	1%	-7%
O=C(NCCCn1ccnc1)c1ccc(S(=O)(=O)Nc2ccccc2)cc1	7%	-4%	-0.5	i	-1%	2%	-0.7%	2%	-1%
O=C(O)CS(=O)(=O)c1ccc(Oc2ccc(S(=O)(=O)CC(=O)O)cc2)cc1	0%	0%	1.3	i	-16%	?	-0.6%	-3%	-6%
Cc1cnccc1NC(=O)c1cccs1	-1%	-1%	-5.4	i	1%	-14%	-0.5%	18%	1%
CN(C)S(=O)(=O)c1ccc(C(=O)NCc2cccs2)cc1	-4%	6%	-1.6	i	6%	6%	1.5%	5%	4%
COc1cc(/C=C/C(=O)OCC(=O)c2c(N)n(C)c(=O)n(C)c2=O)ccc1O	-14%	5%	-3.7	i	-1%	15%	2.8%	2%	-2%
CC(C)(C)OC(=O)N1CCC(CNC(=O)c2ccccc2)CC1	-1%	12%	-4.4	i	1%	-2%	0.5%	4%	39%[activator]
CCc1nnc(NC(=O)CN2CCN(Cc3cccc(F)c3)CC2)s1	-1%	10%	-1.5	i	0%	-16%	-1.0%	3%	-5%
COc1ccc(OC)c(NC(=S)N2CCN(C(=O)C3CCCO3)CC2)c1 (configuration not stated)	-12%	11%	-0.7	i	-6%	3%	-0.2%	3%	-20%
CCCn1c(C)nc2c(c1=O)c1nc3ccccc3nc1n2-c1ccccc1	-46%	15%	0.1	i	1%	29%	0.0%	-14%	19%
COc1cc(OC)cc(C(=O)OCC(=O)N2CCCC2)c1	1%	5%	-0.2	i	-9%	-9%	0.3%	-4%	12%
COc1ccc(-c2ccc3c(c2)[C@@H]2C[C@H](N(C)S(=O)(=O)c4ccccc4)[C@H]([C@H](C)O)C(=O)N2CC3)cc1	1%	7%	0.3	?	-9%	-25%	7.2%	-9%	?
O=C(CCCCn1c(=O)c2ccccc2n(CC(=O)Nc2ccc(F)cc2F)c1=O)NCc1ccccc1Cl	-4%	/	/	i	0%	8%	-1.7%	-6%	7%
COc1ccc(C2OCC3(CO2)SC(N)=NC3=O)cc1 (configuration not stated)	-1%	-3%	-1.1	i	-1%	1%	-0.3%	6%	-10%
CCCNC(=O)C1(C)CCN1C(=O)C1(c2ccccc2)CC1 (configuration not stated)	4%	1%	0.4	i	/	/	0.2%[9.22 µM]	10%	3%
CCOC(=O)N1CCN(S(=O)(=O)c2ccc3c(c2)SC(C)C(=O)N3)CC1 (configuration not stated)	-17%	-31%[inhibitor]	0.5	i	1%	?	1.0%	4%	?
CCOc1ccccc1C(=O)N(Cc1ccccc1)Cc1cc2cc3c(cc2[nH]c1=O)OCCO3	-1%	-4%	0.8	/	29%	6%	0.1%	?	-2%
COc1ccccc1NS(=O)(=O)c1cccc(C(=O)NCc2ccco2)c1	4%	5%	0.5	i	4%	2%	2.5%	-9%	-8%
Cc1ccc2onc(CNC(=O)NCc3ccccc3)c2c1	-27%	/	/	i	-1%	?	4.6%	2%	-20%
CCOC(=O)Cn1c(-c2ccc(Cl)nc2)nc2ccccc21	-2%	0%	-2.8	i	19%	/	0.1%	8%	-3%
CCN(CC)S(=O)(=O)c1ccc2c(c1)N(CC(=O)Nc1ccc(F)cc1F)C(=O)C1CCCN21 (configuration not stated)	-6%	/	/	/	6%	?	-0.9%	/	-10%
CN(C(=O)c1c(Cl)nc2sccn12)C1CCCCC1	-27%	9%	0.1	i	4%	1%	0.9%	4%	4%
Cc1ccc(N2CCN(Cc3ccccc3)CC2=O)c(C)c1	-1%	-1%	-1.1	i	9%	18%	3.0%	/	-11%
CN(CCOc1ccccc1)C(=O)c1cc([N+](=O)[O-])cc([N+](=O)[O-])c1	-10%	9%	-1.0	i	-1%	3%	0.0%	-21%	-1%
O=C(CN1N=C(c2ccccc2)CCC1=O)NCc1ccc(F)cc1Cl	-24%	/	/	/	-3%	/	2.5%	/	-21%
CC(CC(=O)Nc1ccc2c(c1)c(=O)n(C)n2-c1cccs1)c1ccccc1 (configuration not stated)	-5%	11%	1.2	?	/	/	-1.3%	-4%	8%
CCOc1cc(Cl)c(NC(C)=O)cc1OCC	11%	5%	-0.6	i	-1%	1%	-0.4%	3%	1%
COC(=O)c1ccsc1NC(=O)c1ccc(Cl)s1	-43%	7%	1.4	i	7%	2%	21%	-3%	-25%
c1ccc2c(CNc3ccc(CNc4ncn[nH]4)cc3)cccc2c1	0%	0%	-0.5	i	-12%	?	2.1%	1%	-5%

# Exported with each value named: entries from further up.
molecule: Cc1ccc2onc(CNC(=O)NCc3ccccc3)c2c1
  HepG2 tox: -27%; EPAC2 ag: /; IL-2 act: /; S2 tox: i; A549 tox: -1%; Nrf2 block: ?; Nrf2 activator: 4.6%; ATXN2 expr inh: 2%; TGFb SMAD3 inh: -20%
molecule: Cc1ccc(N2CCN(Cc3ccccc3)CC2=O)c(C)c1
  HepG2 tox: -1%; EPAC2 ag: -1%; IL-2 act: -1.1; S2 tox: i; A549 tox: 9%; Nrf2 block: 18%; Nrf2 activator: 3.0%; ATXN2 expr inh: /; TGFb SMAD3 inh: -11%
molecule: CC1C(=O)N(Cc2cn(CCC3OCCCO3)nn2)CCS(=O)(=O)N1Cc1ccc(-c2ccc(Cl)cc2)cc1 (configuration not stated)
  HepG2 tox: -27%; EPAC2 ag: 10%; IL-2 act: -4.8; S2 tox: 28µM*; A549 tox: /; Nrf2 block: /; Nrf2 activator: -3.1%; ATXN2 expr inh: 18µM*; TGFb SMAD3 inh: 13µM*
